# T cell HTS = T cell immune modulation candidate; 2C CD8+ T cell-vesicle binding, flow cytometry; stronger effect = lower value; calls only at 7 µM; 0.068% of 330,000 active; AID 2052;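 active means response, share of CD8 T cells binding vesicles, and their 90th percentile fluorescence all below set limits, cut at about 80% in these data, passing the limit was not always enough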
#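 System: murine 2C transgenic CD8+ T lymphocytes; also added: QL9-loaded Drosophila micro-vesicles; times: binding 1.5 h at 37 °C; measured by: flow cytometry, PE anti-B7-1 (FL2) versus Alexa647 anti-CD8 (FL8), PFA-fixed; control set: Peptide-free naked vesicles (low) and QL9 vesicles with 0.7% DMSO vehicle (high)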
# KOR beta-arrestin-1 = KOR agonists, beta-arrestin recruitment, primary screen, cell-based, luminescence, uHTS (AID 1777) | KOR beta-arrestin recruitment, luminescence; higher % means a stronger effect | activation, % at 10 µM; hits with a dose series show EC50 in µM | 0.02% of 280,000 active; in the data active means activation above about 50%, passing the limit was not always enough; further: a part of the inactive calls stands beside numbers as strong as those of hits
# NOD1 NF-kB reporter = inhibition of NOD1-driven NF-kB reporter – cell-based, luminescence, uHTS, primary screen (AID 1578). NOD1-driven NF-kB luciferase reporter cells, luminescence; higher % means a stronger effect. one-dose inhibition, % at 4 µM; EC50 in µM for titrated hits. 1% of 290,000 active; in the data active means inhibition mostly above about 36%, no sharp cut-off; inactive means mostly below about 34%;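 further: HEK-293T reporter cells stimulated with the NOD1 agonist gamma-tri-DAP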
# KOR beta-arrestin-2 = kappa opioid receptor blockers – cell-based, luminescence, uHTS (AID 1778). KOR beta-arrestin recruitment, luminescence, antagonist mode; higher % means a stronger effect. inhibition, % at 10 µM; hits with a dose series show IC50 in µM. 0.091% of 290,000 active; further: strong numbers were not always called active
# Myeloid diff MLP = compounds promoting myeloid differentiation | calls only at 10 µM | ER-HoxA9 myeloid progenitors, lysozyme-GFP differentiation, flow cytometry | 1% of 360,000 active;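 active means normalized GFP-positive differentiation at or above the plate's own cutoff, the solvent-only control mean plus 3 SD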;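 further: cells exposed to compound for four days before flow analysis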
# NOD2 inhibition = inhibition of NOD2-driven NF-kB reporter – cell-based, luminescence, uHTS, HEK293 (AID 1566). HEK293 NOD2/NF-kB luciferase reporter, luminescence; higher % means a stronger effect. 0.63% of 290,000 active. inhibition, % at 4 µM, or EC50 in µM where a hit was titrated; further: many of its hits are not listed in these tables
# GPR55 beta-arrestin = GPR55 agonists via beta-arrestin recruitment, primary screen, imaging, U2OS cells, beta-arrestin-GFP redistribution (AID 1961) | U2OS GPR55 beta-arrestin-GFP redistribution imaging; higher % means a stronger effect | 0.048% of 290,000 active | activation, % at 10 µM; hits with a dose series show EC50 in µM;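 active means activation above 40% with more than 50 cells counted in the well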;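 further: U2OS osteosarcoma cells stably expressing GPR55 and beta-arrestin-GFP; plate controls were DMSO negative control for no effect and LPI positive control for full effect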
# NTR1 ag = agonists of NTR1, primary screen, imaging, U2OS cells, beta-arrestin-GFP, high content (AID 493036). activation, % at 20 µM. NTR1-U2OS beta-arrestin-GFP spot imaging, agonist mode. 0.17% of 330,000 active. P30989;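 active means activation at or above 40% of the spot to cytoplasm intensity ratio, with at least 20 cells analyzed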;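 further: 0% = DMSO without peptide and 100% = 100 nM NTR1 peptide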
# Target sequence (P30989 whole entry, looked up): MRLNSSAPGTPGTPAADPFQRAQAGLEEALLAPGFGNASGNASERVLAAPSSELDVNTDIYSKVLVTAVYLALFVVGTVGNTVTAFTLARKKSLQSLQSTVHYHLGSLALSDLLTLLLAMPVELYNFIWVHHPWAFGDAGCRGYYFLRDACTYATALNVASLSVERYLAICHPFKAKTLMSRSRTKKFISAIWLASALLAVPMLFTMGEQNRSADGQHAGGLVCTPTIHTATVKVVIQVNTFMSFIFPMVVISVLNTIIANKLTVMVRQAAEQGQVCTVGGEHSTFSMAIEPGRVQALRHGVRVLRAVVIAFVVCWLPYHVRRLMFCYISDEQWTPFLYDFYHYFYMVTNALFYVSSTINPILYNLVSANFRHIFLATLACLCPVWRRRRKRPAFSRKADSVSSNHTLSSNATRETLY
# GPR55 antagonists = GPR55 antagonists blocking LPI-driven arrestin recruitment, primary screen, imaging, U2OS, beta-arrestin-GFP, LPI agonist (AID 2013); inhibition, % at 10 µM; hits with a dose series show IC50 in µM; 0.13% of 290,000 active; U2OS GPR55 beta-arrestin-GFP translocation imaging, LPI antagonism; higher % means a stronger effect;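 active means spots per cell inhibited over 60%, with over 100 cells counted and total cytoplasm intensity under 500,000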;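 further: U2OS cells stably carrying GPR55 and arrestin-GFP stimulated by 5 µM LPI near EC80; imaged beta-arrestin-GFP aggregate spots per cell after agonist stimulation; plate controls were LPI-stimulated DMSO wells for no effect and DMSO wells without LPI for full effect; some results filed as inactive read as strong as hits; confirmed hits need IC50 under 10 µM and bright autofluorescent wells are also inconclusive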
# T cell HTS vesicle-bound % = recorded beside T cell HTS, whose call it bears; double positive events, %; measured here: CD8+ vesicle-bound cell fraction;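 binding gate set so that unloaded-vesicle control wells show 10% double positive cells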
# NTR1 ag cell count 20 µM = also measured in NTR1 ag; calls as there; cell count; measured here: cell count, cytotoxicity flag
# Myeloid diff MLP GFP+ MAC1+ % = second read-out of Myeloid diff MLP, no call of its own (marks repeat the call); GFP+ MAC1+ double positive, %; measured here: differentiation confirmed by MAC1 staining
# An asterisk follows results filed as active; i = inactive; / = not tested or not shown; [ ] = dose if it differs, or a comment. Unless noted, no stated cut-off is given here; in the data, active means inhibition above about 50%; inactive means the rest. This is a subset. The share of hits here may be higher or lower than overall.
SMILES,T cell HTS,T cell HTS vesicle-bound %,KOR beta-arrestin-1,NOD1 NF-kB reporter,KOR beta-arrestin-2,Myeloid diff MLP,Myeloid diff MLP GFP+ MAC1+ %,NOD2 inhibition,GPR55 beta-arrestin,NTR1 ag,NTR1 ag cell count 20 µM,GPR55 antagonists
N#CCCN(Cc1ccccc1)C(=O)c1cccs1,i,33,6.9%,-8%,/,i,0.9,-48%,-0.2%,1.0,53,-5%
Nc1nnc(CCS(=O)(=O)c2cc(Cl)ccc2Cl)s1,i,20,6.4%,3%,-52%,i,0.6,4%,0.3%,1.1,45,0%
CCOC(=O)C1CCN(C(=O)CN(c2cc(Cl)ccc2OC)S(=O)(=O)c2ccccc2)CC1,i,45,4.3%,-34%,-2%,i,0.6,-11%,0.2%,-1.1,58,19%
COc1ccccc1Cn1nnc2c(=O)[nH]c(C3CCN(C(=O)c4ccccc4Cl)CC3)nc21,i,14,4.0%,4%,1%,i,0.7,10%,0.5%,-0.5,55,0%
CCN(CCCNC(=O)CCNC(=O)Cn1ccc2ccccc2c1=O)c1ccccc1,/,/,1.0%,-18%,36%,i,1.4,17%,-0.1%,/,/,4%
COc1cccc(C(C)NC(=S)NCc2ccc(F)cc2)c1 (configuration not stated),i,63,6.2%,20%,-21%,i,1.6,14%,0.7%,1.1,61,3%
COc1ccc(S(=O)(=O)N[C@@H](Cc2ccccc2)C(=O)N2CC[C@@]3(O)CCCC[C@H]3C2)cc1,i,1,4.9%,-12%,9%,i,0.2,8%,-0.2%,-0.2,53,1%
O=C(CNS(=O)(=O)c1ccccc1)OCC(=O)c1ccccc1Cl,i,20,-3.3%,-16%,10%,i,1.0,12%,0.3%,0.2,63,6%
Cc1ccc(NC(=O)CSc2n[nH]c(N)n2)cc1S(=O)(=O)N1CCOCC1,i,21,2.7%,1%,19%,i,0.2,20%,-0.1%,4.2,61,7%
COc1cccc(CNC(=O)CCCCCNC(=O)N2CCn3c2nc2ccccc23)c1,i,37,/,-6%,/,i,0.5,18%,-0.2%,0.3,74,3%
O=C(O)c1cnn2c1NC(c1cccs1)CC2C(F)(F)F (configuration not stated),i,44,-10%,-8%,-12%,i,0.6,23%,-0.2%,-0.7,46,-4%
O=C(C1CCCN(Cc2ccccc2[N+](=O)[O-])C1)N1CCCC1 (configuration not stated),i,40,-0.6%,1%,-3%,i,0.2,8%,0.0%,0.2,90,6%
COC(=O)CSc1cc(C(F)(F)F)nc(-c2ccccn2)n1,i,30,-3.3%,-1%,-3%,i,2.6,12%,0.0%,2.4,84,15%
COc1ccccc1CCc1nnc(CCC(=O)NC(C)Cn2nc(C)cc2C)o1 (configuration not stated),i,56,/,-41%,6%[20 µM],i,0.3,-4%,0.8%,2.1,50,6%
Cc1ccc2c(c1)C(c1ccccc1)N(C(=O)c1cccc([N+](=O)[O-])c1)CC(=O)N2 (configuration not stated),i,34,-3.6%,1%,15%,i,0.4,15%,0.3%,-0.5,74,0%
COC(=O)CSc1nnc(-c2ccccc2O)n1-c1ccc(C)cc1,i,25,0.7%,13%,/,i,0.5,-18%,0.4%,1.1,96,5%
C=C1CCN([C@H](C(=O)NCc2ccco2)C(C)C)S(=O)(=O)c2ccccc21,i,22,2.7%,-4%,-9%,i,0.7,20%,0.0%,0.3,106,11%
CCOc1ccc2nc(NCCNC(=O)C(C)(C)C)c(C)cc2c1,i,42,/,-18%,-11%[20 µM],i,0.4,-10%,-0.1%,2.2,59,17%
CCCn1c(-c2ccc(OC)cc2)nc2c(=O)n(C)c(=O)[nH]c21,i,37,2.9%,4%,-13%,i,0.9,1%,-0.1%,-0.7,68,12%
CCc1nc2ccccc2n1CC(=O)N1CCN(S(=O)(=O)c2cccc(C(F)(F)F)c2)CC1,i,46,/,-1%,/,i,0.7,2%,0.5%,-1.3,80,-2%
S=c1nc[nH]c2c1cnn2-c1ccccc1,i,52,0.9%,-13%,7%,i,0.9,-36%,-0.1%,-0.2,65,-9%
COc1ccccc1C1/C(=C(/O)c2ccccc2)C(=O)C(=O)N1CCO (configuration not stated),i,51,3.1%,1%,-9%,i,0.9,-4%,0.0%,-0.3,38,15%
Cc1cc(N2C(=O)C(O)=C(C(=O)c3ccc(C)o3)C2c2cccc(Oc3ccccc3)c2)no1 (configuration not stated),i,29,1.4%,-6%,-41%,i,3.5,-9%,-0.2%,0.9,53,-27%
COc1cc2c(cc1NC(=O)CSc1cccc[n+]1[O-])oc1ccccc12,i,20,2.3%,-16%,-40%,i,0.4,11%,0.2%,-2.0,67,8%
CC(C)(C)c1ccc(C(=O)Nc2ccc(O)c3c(=O)cc(-c4cccc(Cl)c4)oc23)cc1,i,15,7.4%,6%,14%,i,1.3,-35%,0.0%,1.1,53,-8%
Nc1nc(-c2ccco2)c(-c2ccco2)s1,i,54,16%,12%,23%,i,0.5,10%,1.0%,1.7,52,4%
Cc1nnc(SCC(=O)NC(=O)NC(C)(C)C)n1N,i,25,-3.6%,-5%,-5%,i,1.0,11%,-0.1%,0.3,94,-4%
O=C(c1ccc2ncsc2c1)N1CCN(c2ccc(O)cc2)CC1,i,38,0.2%,0%,-30%,i,0.9,12%,-0.1%,2.6,27,19%
Cc1ccc(S(=O)(=O)c2nc(C)oc2NCc2ccccc2)cc1,i,38,-5.1%,-18%,32%,/,/,7%,-0.1%,-0.7,90,10%
CCn1cc(CNC(=O)c2cccc([N+](=O)[O-])c2)c(C)n1,i,36,-3.3%,-12%,-3%,i,0.9,26%,-0.2%,0.7,55,7%
CCOC(=O)/C(C#N)=C1/SC(C)C(=O)N1c1ccc(Br)cc1 (configuration not stated),i,26,-2.0%,-26%,29%,i,1.9,-4%,-0.1%,-0.2,90,5%
CC(C)C(NS(=O)(=O)c1ccc2c(c1)OCCCO2)C(=O)O (configuration not stated),i,49,6.7%,-36%,-14%,i,1.0,4%,-0.4%,-1.1,56,8%
CC(C)CCN(C)C1CCN(C(=O)Nc2c(F)cccc2F)CC1,i,47,0.7%,-1%,-7%,i,1.6,-3%,-0.1%,3.2,67,-3%
O=C1C2C3C=CC([C@@H]2C(=O)N1c1nccs1)C31CC1 (some centres not stated),i,29,5.5%,9%,2%,i,0.6,16%,-0.3%,2.2,44,-4%
COc1ccc(-c2cc(=O)oc3cc(OC(C)C(=O)NC(Cc4c[nH]c5ccc(O)cc45)C(=O)O)ccc23)cc1 (configuration not stated),i,40,/,-16%,-26%[20 µM],i,2.5,10%,-0.1%,-0.3,91,5%
O=C(OCc1cccc(F)c1)c1ccc2c(=O)n3c(nc2c1)CCC3,i,14,2.1%,4%,6%,i,1.2,-7%,-0.1%,2.3,55,-6%

# Four compounds from above, limited to GPR55 beta-arrestin, KOR beta-arrestin-2 and Myeloid diff MLP GFP+ MAC1+ %.
smiles,GPR55 beta-arrestin,KOR beta-arrestin-2,Myeloid diff MLP GFP+ MAC1+ %
COC(=O)CSc1cc(C(F)(F)F)nc(-c2ccccn2)n1,0.0%,-3%,2.6
N#CCCN(Cc1ccccc1)C(=O)c1cccs1,-0.2%,/,0.9
Cc1ccc(S(=O)(=O)c2nc(C)oc2NCc2ccccc2)cc1,-0.1%,32%,/
CCOc1ccc2nc(NCCNC(=O)C(C)(C)C)c(C)cc2c1,-0.1%,-11%[20 µM],0.4

# Other results.
SMILES,T cell HTS,T cell HTS vesicle-bound %,KOR beta-arrestin-1,NOD1 NF-kB reporter,KOR beta-arrestin-2,Myeloid diff MLP,Myeloid diff MLP GFP+ MAC1+ %,NOD2 inhibition,GPR55 beta-arrestin,NTR1 ag,NTR1 ag cell count 20 µM,GPR55 antagonists
CCCN1C(=O)/C(=C/c2ccc(C)s2)NC1=S,i,28,-2.1%,-20%,-10%,i,0.3,16%,2.2%,1.3,67,8%
CC(C)N(C)NC(=S)Nc1ccccc1,i,52,2.2%,-19%,23%,i,0.5,-3%,-0.3%,2.5,78,5%
FC(F)(F)c1nnc2ccc(Sc3ccccn3)nn12,i,57,/,-6%,11%[20 µM],i,0.9,20%,-0.1%,0.7,83,3%
CSc1ncccc1C(=O)OCC(=O)N(CC(C)C)c1c(N)n(Cc2ccccc2)c(=O)[nH]c1=O,i,36,5.7%,-38%,4%,i,0.7,5%,-0.1%,-1.4,72,18%
COC(=O)CCCC1=CC2=C(c3ccccc3)C(=O)C(C)(OC(=O)C3CCCC3)C(=O)C2=CN1CCN1CCOCC1 (configuration not stated),i,22,4.2%,-6%,4%,i,0.6,6%,-0.1%,0.6,70,-5%
O=S(=O)(Cc1ccccc1)Nc1ccc(S(=O)(=O)N2CCCC2)cc1,i,39,-1.1%,-2%,28%,i,0.3,7%,-0.1%,-0.5,72,5%
O=C(O)c1ccccc1N/N=C/c1cc(Br)cc(Br)c1O,i,22,4.4%,-11%,-18%,i,0.5,-227%,-0.1%,0.7,57,18%
Cc1ccccc1NC(=O)OCc1cccnc1Sc1ccc(Cl)cc1,i,40,1.2%,-26%,-30%,i,1.1,6%,-0.2%,2.1,56,18%
COC(=O)CC(c1ccc(F)cc1)n1c(C)ccc1C (configuration not stated),i,28,-1.8%,7%,23%,i,0.2,8%,-0.1%,0.7,68,6%
O=C(NCc1ccc2c(c1)OCO2)Nc1ccc(F)cc1,i,10,0.1%,-40%,-14%,i,1.2,-11%,0.0%,-0.9,53,14%
O=C(CSc1nc2ccccc2n1-c1ccccc1)Nc1ncc(Cl)cc1Cl,i,13,0.3%,49%,23%,i,1.1,7%,-0.1%,25,69,4%
O=C(COC(=O)[C@@H]1CCCN1C(=O)c1cccs1)NCCc1ccccc1,i,32,-10%,-1%,/,i,2.2,-14%,-0.2%,0.3,73,-2%
CC(=O)Nn1c(C)nnc1-n1nc(C)cc1C,i,5,-6.1%,-30%,6%,i,0.7,-4%,0.7%,0.2,51,7%
CC(=O)Oc1ccc(/C=C(\NC(=O)c2ccco2)C(=O)NCc2ccco2)cc1,i,35,3.9%,-30%,-15%,i,0.9,-1%,0.5%,0.9,56,-2%
CSc1nc(Cc2ccccc2)cc(=O)[nH]1,i,53,0.6%,-6%,-20%[20 µM],i,0.7,15%,0.3%,-0.1,42,-6%
O=C(/C=C/c1ccco1)Oc1ccc(C(=S)N2CCOCC2)cc1,i,47,-3.6%,-30%,6%,i,0.2,10%,0.0%,0.8,41,7%

# Screening results deposited in PubChem BioAssay by several laboratories.
